From PubChem
BCR signal inh = qHTS Assay to Find Inhibitors of Chronic Active B-Cell Receptor Signaling | ABC-DLBCL IkBa-CBG/CBR reporter, luminescence ratio, 4 h | Potency, µM (series often up to 46.1 µM), without a hit: at the highest dose ratio change, negative = lower green/red ratio, most hits filed as inhibitors | actives 0.05% (n = 340,000) | AID 493014, 2011; active means well fitted inhibition curve with a large enough effect in the signal ratio, with a control signal flat, not every such curve was filed as active; inconclusive means small, poorly fitted or top-dose-only effect, or effect the other way, or a change in a side signal; the % refers to the signal ratio;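 further: potency means the concentration at half of the fitted maximal effect; plate controls were basal doxycycline-induced cells for no effect and cells given 10 µM MG132 for full effect; MG132 reads +100%, hits lower the ratio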
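TMD8 ABC-DLBCL cells carrying doxycycline-inducible green luciferase fused to IkappaBalpha plus unfused red luciferase were exposed to compounds (up to 46 uM) for 4 hrs at 37C. Activity came from the overlap-corrected green/red luminescence ratio.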
A-T KAP1 phos = qHTS Assay for Identifying a Potential Treatment of Ataxia-Telangiectasia | […] A-T fibroblasts, KAP-1 phosphorylation AlphaLISA; neocarzinostatin DNA damage 30 min before lysis | Potency, µM (titrated, usually from 57.5 µM), inactives show at the highest dose activation, actives largely listed as activators | actives 0.19% (n = 320,000); further: potency means the concentration at half of the fitted maximal effect; % of control where 0% means no effect; nearly all actives have a fitted effect of over 45% in size
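hTERT-immortalized A-T patient fibroblasts ([…]), 500 cells/well in OPTI-MEM, 1% FBS, got compounds for 60 min, then NCS for 30 min at 37C. Lysates were then assayed for phospho-KAP-1 by AlphaLISA (anti-pKAP1 donor, anti-KAP1 acceptor beads), 6 hr at 25C.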
MLL CXXC-DNA inh = qHTS Fluorescence Polarization Assay for Inhibitors of MLL CXXC domain - DNA interaction; Histone-lysine N-methyltransferase 2A (Homo sapiens), Q03164; MLL-CXXC / FITC-HOXA9 DNA fluorescence polarization; Potency, µM (titrated, usually from 115 µM), without a hit: top-dose activity change, negative = inhibition, usual class: inhibitors; actives 0.037% (n = 290,000); AID 2662, 2010; active means well fitted inhibition curve with a large enough effect in the polarisation, with a control signal flat, not every such curve was filed as active; inconclusive means small, poorly fitted or top-dose-only effect, or effect the other way, or a change in a side signal; inactive means no such curve, though single readings can be large or run the other way; the % refers to the polarisation; further: potency means the concentration at half of the fitted maximal effect
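Purified MLL-CXXC (added from a 7 uM solution) was preincubated 5 min at ambient with pinned compounds in 50 mM Tris-HCl pH 7.5, 50 mM NaCl, 1 mM DTT, 0.05% BSA. Fluorescein-labeled HOX-A9 DNA (50 nM solution) followed, 30 min, then polarization read.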
Giardia kill = Small Molecules that selectively kill Giardia lamblia: qHTS; actives 0.15% (n = 340,000); AID 540267, 2011; activity change, % at 7.66 µM, hits read low; Giardia lamblia trophozoite viability; in the data active means activity change below about -80%; inconclusive means between about -30% and that limit;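 further: parasites exposed to compound for two days anaerobically before the ATP read; on the % scale 0 is the no-effect control and ±100 the full control effect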
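Killing of trophozoites was scored by loss of ATP luminescence after a 48 hrs anaerobic exposure to compounds at 37 deg C, using 100 cells per well.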
FBPA coupling cs = qHTS Assay for Inhibitors of Fructose-1,6-bisphosphate Aldolase from Giardia Lamblia: Coupling assay counterscreen. coupling enzyme system counterscreen, AmpLite Red fluorescence. activity change, negative = inhibition, % at 58.2 µM, hits read low. actives 0.67% (n = 290,000). AID 2472, 2010; in the data active means activity change below about -30%; further: on the % scale 0 is the no-effect control and ±100 the full control effect
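Coupling enzymes only (glyceraldehyde-3-phosphate) + compound, at 57.5 uM final, 10 min RT; add substrate/coupling/AmpLite Red mix, 20 min RT; fluorescence ex 525/em 598 nm. Actives flag coupling-system interference.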
Tb PFK inh = qHTS Assay to Find Inhibitors of T. brucei phosphofructokinase | T. brucei PFK, ADP-Glo luminescence | actives 0.17% (n = 330,000) | Potency, µM (series often up to 57.5 µM), for the others: top-dose activity, negative = inhibition, hits mostly inhibitors | AID 485367, 2010 | ATP-dependent 6-phosphofructokinase (Trypanosoma brucei brucei), O15648;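 further: potency means the concentration at half of the fitted maximal effect; 0% = uninhibited 1x PFK enzyme wells and -100% = no-enzyme wells; nearly all actives have a fitted effect of over 60% in size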
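PFK 1.25 nM, F6P 0.5 mM, ATP 0.1 mM, 0.1 M TEA pH 8.0, 5 mM MgCl2, 0.01% Tween20, 0.1% BSA; 45 min RT. ADP-Glo readout. qHTS titration up to 57 uM; curves fitted, compounds curve-classed.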
GALK inh = qHTS Assay for Inhibitors of Human Galactokinase (GALK); Purified GALK, Kinase-Glo residual ATP luminescence; Potency, µM (highest dose often 57.5 µM), for inactives: at the highest dose activity change, negative = inhibition, actives largely listed as inhibitors; actives 0.007% (n = 270,000); further: potency means the concentration at half of the fitted maximal effect; on the % scale 0 is the no-effect control and ±100 the full control effect
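Quantitative HTS: GALK 5 nM, ATP 35 uM, galactose 100 uM, 1 h room temperature, then luciferase-based ATP detection.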
KCNH2 WT inh = qHTS for Inhibitors of KCHN2 3.1: Wildtype qHTS; U2OS, BacMam KCNH2, thallium flux FluxOr; stronger effect = lower value; activity change, % at 1.84 µM; actives 0.37% (n = 340,000); AID 720551, 2013;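 active means maximum activity change below -70%; inconclusive means maximum activity change between -70% and -50%; inactive means maximum activity change above -50%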; further: on the % scale 0 is the no-effect control and ±100 the full control effect
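U2OS cells transduced with wild-type KCNH2 virus are loaded with FluxOr dye for 45 min, and thallium flux is measured in kinetic reads before and after stimulation buffer. Rate constants are normalized to DMSO controls.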
TSHR antagonist = Antagonists of the Thyroid Stimulating Hormone Receptor: HTS campaign. Thyrotropin receptor (Homo sapiens), P16473. TSHR-expressing cells, TSH-stimulated cAMP HTRF, 2 h; stronger effect = lower value. activity change, negative = inhibition, % at 11.5 µM. actives 0.2% (n = 330,000);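 active means activity change below a set negative limit, meaning inhibition stronger than a set level, cut at about -70% in these data; inconclusive means activity change between two set negative limits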; further: on the % scale 0 is the no-effect control and ±100 the full control effect
Target sequence (P16473 whole entry, looked up): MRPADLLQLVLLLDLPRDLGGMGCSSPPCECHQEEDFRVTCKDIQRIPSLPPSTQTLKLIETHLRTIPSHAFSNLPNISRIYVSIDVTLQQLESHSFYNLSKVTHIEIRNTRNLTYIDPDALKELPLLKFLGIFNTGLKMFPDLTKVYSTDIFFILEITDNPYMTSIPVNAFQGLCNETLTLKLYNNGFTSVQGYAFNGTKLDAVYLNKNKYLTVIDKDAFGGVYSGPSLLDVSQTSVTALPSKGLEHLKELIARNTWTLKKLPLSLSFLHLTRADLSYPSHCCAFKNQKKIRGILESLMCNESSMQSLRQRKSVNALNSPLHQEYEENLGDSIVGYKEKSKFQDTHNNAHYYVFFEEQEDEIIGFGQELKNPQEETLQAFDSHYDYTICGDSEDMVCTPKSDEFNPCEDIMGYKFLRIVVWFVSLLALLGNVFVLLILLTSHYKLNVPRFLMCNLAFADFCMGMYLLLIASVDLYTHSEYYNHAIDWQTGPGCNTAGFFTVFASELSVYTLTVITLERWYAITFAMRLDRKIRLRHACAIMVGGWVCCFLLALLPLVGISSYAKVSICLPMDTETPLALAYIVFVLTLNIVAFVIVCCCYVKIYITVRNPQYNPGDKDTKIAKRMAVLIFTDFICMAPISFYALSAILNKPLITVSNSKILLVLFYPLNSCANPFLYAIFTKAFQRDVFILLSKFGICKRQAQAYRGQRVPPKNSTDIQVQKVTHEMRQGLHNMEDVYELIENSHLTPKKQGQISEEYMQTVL
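Freshly harvested TSHR cells receive pin-tooled compound, then EC80 TSH at 4nM final. After 2 hours at 37 deg C, antibody in lysis buffer and cAMP-d2 are added; 30 minutes at ambient temperature precede the HTRF read.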
TCR act = Activators of T cell receptors: qHTS campaign | primary human leukocytes, anti-CD3, IL-2 HTRF, 48 h | Potency, µM (highest dose often 9.22 µM), for the others: at the top dose activation of IL-2 secretion, actives largely listed as activators | 330,000 tested, under 10 active | AID 504894, 2011; further: % of control where 0% means no effect
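Activity was scored as IL-2 release from primary human leukocytes given only a TCR signal (a-CD3 beads) plus compound for 48 hr. Detection used a two-antibody HTRF format read at 665nm.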
Active calls of the source: *; i = inactive; ? = inconclusive; . = no result given; [ ] = dose if it differs, or a comment. Unless noted, the call rests on the fitted dose curve; in most records, active means well fitted curve in the direction sought with a large enough effect; inconclusive means small, poorly fitted or top-dose-only effect, or another doubt; inactive means no such curve, though single readings can be large; an effect the other way counts as inactive or inconclusive.

SMILES | BCR signal inh | A-T KAP1 phos | MLL CXXC-DNA inh | Giardia kill | FBPA coupling cs | Tb PFK inh | GALK inh | KCNH2 WT inh | TSHR antagonist | TCR act
COc1ccccc1CN1CC(C(=O)NCCc2ccccc2Cl)CCC1=O (stereo not given) | 1.2% | 2.1% | 1.8% | 1.0 | 1.2 | 1.7% | 3.9% | -1.6 | 1.6 | 0.7%
COc1ccc(C2/C(=C(/O)c3ccc(C)cc3)C(=O)C(=O)N2CCCN2CCOCC2)cc1 (stereo not given) | 1.1% | -7.3% | -9.8% | -26.9 | 5.1 | 1.2% | 3.4% | -3.9 | -0.9 | -1.5%
O=C(NNS(=O)(=O)c1ccc(C(=O)NC2CCCC2)cc1)c1ccncc1 | 8.8% | -5.3% | 5.4% | -8.4 | 4.3 | 5.4% | 0.2% | -13.0 | -9.3 | -5.0%
O=C(COC(=O)c1ccc(NS(=O)(=O)c2cccs2)cc1O)NC1CCCCC1 | ? | -2.7% | 7.2% | 10.1 | 4.7 | -4.9% | 9.5% | 1.6 | -7.0 | -7.0%
Cc1ccc(Cl)c(OC(=O)C2CSC3(C)CCC(=O)N23)c1 (stereo not given) | 0.8% | 3.4% | . | -8.6 | . | -0.2% | . | -2.4 | 7.5 | 0.4%
CCCCn1nc2cc(C(=O)NCC34CC5CC(CC(C5)C3)C4)ccc2c1OC | 1.2% | 2.2% | -2.1% | -21.6 | 0.5 | -4.4% | -3.3% | -4.2 | 0.3 | -1.4%
CCOc1ccccc1/C=N/Nc1nc(C)cc(=O)[nH]1 | ? | -7.4% | 12.8% | 36.9[activator] | -5.1 | -0.8% | -0.5% | 8.0 | -11.9 | -13.6%
Cc1ccc(NC(=O)COC(=O)c2ccc3c(c2)OCO3)c(C)c1 | -0.8% | -2.0% | 8.6% | 31.1[activator] | -1.4 | -0.9% | 0.6% | 13.9 | 5.0 | 5.0%
CCCCn1c(N)c(N(CCOC)C(=O)c2cccc(S(=O)(=O)N3CCCCCC3)c2)c(=O)[nH]c1=O | 0.0% | 1.4% | . | -10.3 | . | 4.7% | . | 15.0 | 7.7 | 0.3%
COc1cccc(NC(=O)c2cccc(C)c2[N+](=O)[O-])c1 | ? | 6.0% | -0.2% | 13.7 | -6.2 | -0.8% | -0.2% | i | -4.2 | -8.2%
CCOC(=O)c1c([N+](=O)[O-])c(C)[nH]c(=O)c1C#N | 2.0% | -6.8% | -9.9% | 12.1 | 6.9 | -26.8% | -4.0% | -11.2 | 29.0 | -5.3%
Cc1cc(C)cc(NC(=O)N2CCC(NC(=O)c3ccc(F)cc3)CC2)c1 | -2.7% | -0.4% | 3.2% | -6.8 | 5.1 | -1.3% | 3.1% | 15.5 | -0.9 | 8.8%
Cc1c(C(=O)NCC2CCCO2)sc2nc(-c3ccc(F)cc3)cn12 (stereo not given) | 5.5% | 6.6% | -2.3% | -8.9 | 2.3 | -1.7% | 1.4% | 11.5 | -5.4 | -2.8%
O=C(CN1C(=O)c2cccc3cccc1c23)Nc1ccc(S(=O)(=O)Nc2nccs2)cc1 | ? | 2.5% | 15.0% | -12.6 | 6.4 | -1.8% | -6.4% | 1.3 | -6.0 | 1.8%
CN1CCN(C(=O)/C(=C\c2cccc([N+](=O)[O-])c2)NC(=O)c2cccs2)CC1 | 5.8% | -2.6% | -6.9% | -10.7 | 0.2 | 3.2% | 0.6% | -4.0 | -1.1 | -14.8%
Cc1cc(C)nc(NS(=O)(=O)c2ccc(NC(=O)COc3ccccc3F)cc2)n1 | -9.4% | 13.5% | . | -14.8 | . | -18.6% | . | 8.4 | -22.3 | -1.2%
N=c1n(CC(=O)O)c2ccccc2n1Cc1ccccc1Cl | -3.0% | 6.7% | 0.4% | -8.0 | 0.8 | 1.6% | 4.2% | 1.8 | 3.8 | 4.2%
COc1ccc(C(=O)NC2CCCc3c2cnn3-c2cc(F)cc(F)c2)c(OC)c1OC (stereo not given) | -1.7% | -1.5% | 5.3% | -9.1 | -1.1 | 1.9% | 0.4% | -0.9 | 1.5 | -9.3%
Cc1ccc(-n2c(C)cc(C(=O)OCC(=O)N3CCOCC3)c2C)cc1 | -12.9% | -1.7% | . | 22.0 | . | 1.6% | . | -0.8 | -7.9 | 4.0%[46.1 µM]
CC(OC(=O)c1cccs1)C(=O)NCCc1ccccc1 (stereo not given) | 6.4% | -0.3% | 3.7% | -24.4 | 0.2 | 0.3% | -1.2% | 4.3 | -5.7 | 0.5%
CCOc1cc(S(=O)(=O)NCc2ccccn2)c(C)cc1C | 6.6% | -2.1% | -8.2% | . | 4.5 | -4.5% | 1.8% | . | -5.0 | .
CSc1ncccc1C(=O)N1CCCC(CCC(=O)NCc2ccccc2F)C1 (stereo not given) | 10.0% | -4.4%[11.5 µM] | -3.1% | 7.4 | 2.9 | -2.9% | 2.9% | 17.4 | -1.1 | 3.1%
N#CC(C#N)C(c1ccsc1)c1c(-c2ccccc2)[nH][nH]c1=O (stereo not given) | ? | -0.1% | 2.8% | 5.3 | -4.3 | -3.2% | -0.6% | -0.8 | -3.6 | -3.9%
CCOC(=O)N1CCC(NC(=O)Cn2cc3c(n2)CCCC3)CC1 | -1.8% | -0.4% | 0.7% | -26.6 | -1.4 | -6.4% | -0.9% | -9.7 | -3.8 | -5.4%
COc1ccc(NC(=O)C2CCC(=O)N2S(=O)(=O)c2ccc(C)cc2)c(OC)c1 (stereo not given) | . | . | 0.6% | -8.0 | -1.4 | . | 5.3% | -29.3 | . | -1.2%
SMILES | BCR signal inh | A-T KAP1 phos | MLL CXXC-DNA inh | Giardia kill | FBPA coupling cs | Tb PFK inh | GALK inh | KCNH2 WT inh | TSHR antagonist | TCR act
COc1ccc(C(=O)NC(C(=O)NCC2(N3CCCCC3)CCCCC2)C(C)C)cc1 (stereo not given) | 5.5% | 0.5% | . | 9.0 | . | -0.2% | . | 12.1 | 4.6 | 0.8%
COc1ccc(C(CC(=O)N2CCN(C)CC2)NC(=O)C(F)(F)F)cc1 (stereo not given) | -3.5% | 5.9% | 2.6% | 25.0 | 0.4 | 4.3% | -0.7% | 5.8 | -1.0 | -4.0%
O=C(CSc1ccc([N+](=O)[O-])cc1)OCC(=O)N1CCCC1=O | -7.1% | -0.2% | . | 8.1 | . | -9.0% | . | -3.6 | 22.7 | 3.8%
Cc1cc(C)c(-c2csc(NC(=O)COC(=O)c3ccc4c(c3)OCO4)n2)c(C)c1 | 3.1% | 0.1% | 10.4% | -8.9 | -0.8 | -4.2% | 1.8% | -3.7 | 5.6 | 1.9%[46.1 µM]
CCSC1=C(C#N)C(c2cccc(OC)c2)CC(=O)N1 (stereo not given) | ? | 2.4% | 1.4% | 2.1 | -0.1 | -13.5% | 4.1% | -5.3 | -4.2 | -19.1%
COC(=O)c1ccc(CSc2nc(N)cc(N)n2)cc1 | -4.8% | -2.6% | 4.6% | 7.6 | 1.1 | ? | 0.9% | 7.5 | -12.8 | -0.5%
CC1=NC(=O)C(N=Nc2ccccc2C(=O)O)N1c1ccccc1 (stereo not given) | ? | -3.8% | -20.3% | 6.2 | 1.6 | 0.0% | -1.3% | -0.1 | -10.3 | -5.5%
Cc1ccc(CNS(=O)(=O)c2c(C(=O)N3CCCCCC3)c(C)n(C)c2C)cc1 | 4.7% | 7.2% | 9.3% | -1.0 | -4.0 | -2.8% | -3.6% | -1.5 | -7.6 | 1.2%
COCCn1c(-c2ccccc2)nc2ccccc21 | 7.7% | 10.5% | 8.9% | -11.7 | -1.2 | -4.1% | . | 3.8 | -10.7 | -4.5%
Cc1ccc(NC(=O)C(=O)NCC2OCCc3ccccc32)cc1 (stereo not given) | -21.3% | -1.9% | -3.5% | -10.4 | 0.1 | -4.8% | 0.2% | 14.8 | -3.6 | 2.2%
C=CCCN(Cc1ccccc1)S(=O)(=O)c1cc(Br)ccc1Br | 9.6% | 9.0% | . | -4.9 | . | 6.1% | . | -2.4 | -28.5 | 5.6%
